SIAE inh: human SIAE inhibitors, primary screen, biochemical, fluorescence polarization, FP-Rh probe, 1536-well HTS. Sialate O-acetylesterase (Homo sapiens), Q9HAT2. SIAE FP-Rh probe binding. inhibition, % at 9.66 µM. 370,000 tested, 0.69% active. AID 1053197, 2014;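 active means inhibition above a cutoff: mean of compounds within the control limits plus 3 SD of those, cut at about 17% in these data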;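 further: 0% = plate median of compound wells and 100% = probe without SIAE protein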
Target sequence (Q9HAT2 whole entry, looked up): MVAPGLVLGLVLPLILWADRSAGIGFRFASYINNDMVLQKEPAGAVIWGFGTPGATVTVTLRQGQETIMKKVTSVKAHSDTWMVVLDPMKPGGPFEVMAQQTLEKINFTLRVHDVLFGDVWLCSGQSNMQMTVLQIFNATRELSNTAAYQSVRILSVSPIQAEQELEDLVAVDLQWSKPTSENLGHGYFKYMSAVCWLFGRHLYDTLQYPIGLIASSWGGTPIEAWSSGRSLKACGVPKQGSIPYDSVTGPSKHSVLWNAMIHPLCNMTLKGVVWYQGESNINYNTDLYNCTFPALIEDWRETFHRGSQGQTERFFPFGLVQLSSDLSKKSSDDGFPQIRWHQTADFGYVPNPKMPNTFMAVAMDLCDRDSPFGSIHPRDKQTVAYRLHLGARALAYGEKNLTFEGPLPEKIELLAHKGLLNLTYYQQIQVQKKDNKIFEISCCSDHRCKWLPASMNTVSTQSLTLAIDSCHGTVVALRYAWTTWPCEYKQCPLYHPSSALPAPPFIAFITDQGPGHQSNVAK
GC-A act: GC-A stimulated cGMP production enhancers – HEK293 GC-A cells, cGMP TR-FRET, EC30 ANP, primary screen | Atrial natriuretic peptide receptor 1 (Homo sapiens), P16066 | 0% at EC30 ANP, 100% saturating ANP | activation, % at 10 µM | 370,000 tested, 0.14% active | AID 1671463, 2021; in the data active means activation above about 40%
UHRF1 binding: UHRF1 methylated DNA binding inhibitors, primary screen, counter-screen for MBD2 inhibitor project, biochemical, TR-FRET, human UHRF1, single concentration; E3 ubiquitin-protein ligase UHRF1 (Homo sapiens), Q96T88; UHRF1 binding to methylated oligo; inhibition, % at 4.4 µM; 370,000 tested, 0.75% active; AID 687016, 2013; in the data active means inhibition above about 21%;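 further: UHRF1 SRA domain binding a hemimethylated CpG hairpin DNA probe; 0% = median of test compound wells and 100% = reference inhibitor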
MBD2 inh: inhibitors of MBD2 binding to methylated DNA, primary screen, biochemical, TR-FRET, DNA-binding domain, human | MBD2 binding to methylated oligonucleotide | AID 686964, 2013 | inhibition, % at 4.4 µM | 370,000 tested, 0.31% active; in the data active means inhibition above about 13%
Target sequence (Q9UBB5 whole entry, looked up, the tested form may be a part): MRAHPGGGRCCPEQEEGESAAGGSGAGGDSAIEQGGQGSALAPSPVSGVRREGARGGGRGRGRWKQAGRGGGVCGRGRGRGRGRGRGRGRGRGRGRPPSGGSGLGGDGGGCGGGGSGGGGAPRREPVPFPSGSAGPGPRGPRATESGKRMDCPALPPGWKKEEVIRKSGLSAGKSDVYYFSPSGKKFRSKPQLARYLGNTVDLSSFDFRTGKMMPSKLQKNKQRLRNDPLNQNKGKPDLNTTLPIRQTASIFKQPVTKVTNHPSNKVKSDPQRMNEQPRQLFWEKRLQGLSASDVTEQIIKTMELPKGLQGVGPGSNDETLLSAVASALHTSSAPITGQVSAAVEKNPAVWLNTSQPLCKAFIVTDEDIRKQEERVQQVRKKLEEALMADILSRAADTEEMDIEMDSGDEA
TCR-CD3 inh: inhibitors of human TCR-CD3 interaction, primary screen, biochemical, fluorescence, TAMRA-labeled TCR probe | inhibition, % at 9.4 µM | 360,000 tested, 0.37% active | AID 651800, 2012; in the data active means inhibition above about 19%;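 further: recombinant mutant TCR 2C K166C tagged with TAMRA read by polarization; 0% = receptor in buffer alone and 100% = receptor with positive control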
mABHD4 FP: ABHD4 inhibitors, primary screen, biochemical, fluorescence polarization, mouse | (Lyso)-N-acylphosphatidylethanolamine lipase (Mus musculus), Q8VD66 | purified mABHD4, FP-Rh probe fluorescence polarization | inhibition, % at 8.92 µM | 370,000 tested, 0.54% active | AID 720543, 2013;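 active means inhibition exceeding the mean over every tested compound plus 3 SD, cut at about 30% in these data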;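 further: 0% = plate median of compound wells and 100% = S159A mutant with DMSO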
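System: mouse ABHD4 enzyme, wild type / Medium: HEPES pH 7.0, NaCl, Pluronic buffer / Reagent: FP-Rh activity-based fluorescent probe / Control set: S159A mutant high control, sample median low control / Detection: fluorescence polarization with parallel and perpendicular emission, 525/598 nm / Schedule: 45 min + 60 min at 25 °C / Compound dosing: 8.92 µM, single dose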
HTRA1 inh: HTRA1 serine protease inhibitors, primary screen, biochemical, fluorescence polarization, HTS. inhibition, % at 5.96 µM. Q92743. AID 504803, 2011. 340,000 tested, 0.5% active. recombinant HTRA1, FP-rhodamine activity-based probe; in the data active means inhibition above about 36%;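 further: 0% = enzyme with DMSO and 100% = wells lacking enzyme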
rCAG RNA binder: binders of r(CAG) RNA repeats, primary screen, biochemical, fluorescence | r(CAG) RNA repeat, TO-PRO-1 dye displacement fluorescence | inhibition, % at 3 µM | 370,000 tested, 1.3% active | AID 651821, 2012;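 active means inhibition above the plate cutoff, the mean of all test compounds on that plate plus 3 SD, cut at about 35% in these data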;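 further: 0% = DMSO alone and 100% = 100 µM mitoxantrone as full dye displacement; higher means more dye released from RNA so lower well fluorescence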
GC-B act: human GC-B receptor activators, primary screen, HEK293 GC-B cells, cGMP TR-FRET, EC30 CNP. Atrial natriuretic peptide receptor 2 (Homo sapiens), P20594. 370,000 tested, 0.11% active. activation, % at 10 µM. 0% at EC30 CNP, 100% saturating CNP. AID 1920062, 2024;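 active means activation at 10 µM reaching about 35% in either raw or pattern-adjusted values, limit read from the data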
PRMT1 FP inh: PRMT1 methyltransferase inhibitors, primary screen, biochemical, fluorescence polarization | Protein arginine N-methyltransferase 1 (Homo sapiens), Q99873 | recombinant PRMT1, activity-based probe fluorescence polarization | inhibition, % at 2.79 µM | 370,000 tested, 1.3% active | AID 652257, 2013;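 active means inhibition above about 21% made by adding two undisclosed values, limit read from the data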
The depositor's hits bear a star; . = no result given; & = joins results of further samples.

Start of the listing, in advance, 4 compounds:
SMILES | SIAE inh | GC-A act | UHRF1 binding | MBD2 inh | TCR-CD3 inh | mABHD4 FP | HTRA1 inh | rCAG RNA binder | GC-B act | PRMT1 FP inh
Cc1cc(OC(C)C(=O)NCC2CCC(C(=O)O)CC2)c2c3c(c(=O)oc2c1)CCC3 (stereo not drawn) | 0 | -2 | 1 | 4 | 2 | 0 | 8 | 1 | 3 | 4
CCC(c1nnnn1-c1ccc2c(c1)OCCO2)N1CCC(n2c(=O)[nH]c3ccccc32)CC1 (stereo not drawn) | -2 | -5 | 1 | 1 | 2 | 1 | . | 4 | 3 | -1
Nc1cncc(C(=O)O)c1 | -2&-1 | 4&2 | 3&2 | -2&5 | 4&0 | 5&4 | 0&5 | -3&-3 | 4&3 | 2&2
CC1NC(=O)NC(=O)C1Br (stereo not drawn) | -6 | -1 | -2 | 4 | 0 | 2 | 0 | 2 | 2 | 0

This part in full, repeating the preview:
SMILES | SIAE inh | GC-A act | UHRF1 binding | MBD2 inh | TCR-CD3 inh | mABHD4 FP | HTRA1 inh | rCAG RNA binder | GC-B act | PRMT1 FP inh
Cc1cc(OC(C)C(=O)NCC2CCC(C(=O)O)CC2)c2c3c(c(=O)oc2c1)CCC3 (stereo not drawn) | 0 | -2 | 1 | 4 | 2 | 0 | 8 | 1 | 3 | 4
CCC(c1nnnn1-c1ccc2c(c1)OCCO2)N1CCC(n2c(=O)[nH]c3ccccc32)CC1 (stereo not drawn) | -2 | -5 | 1 | 1 | 2 | 1 | . | 4 | 3 | -1
Nc1cncc(C(=O)O)c1 | -2&-1 | 4&2 | 3&2 | -2&5 | 4&0 | 5&4 | 0&5 | -3&-3 | 4&3 | 2&2
CC1NC(=O)NC(=O)C1Br (stereo not drawn) | -6 | -1 | -2 | 4 | 0 | 2 | 0 | 2 | 2 | 0
CN1CCN(c2nc(N)c(Br)c(Cl)n2)CC1 | 0 | 1 | -2 | 1 | 1 | 2 | 1 | -2 | 0 | -3
COc1ccc(C(O)P(=O)(OC(C)C)OC(C)C)cc1 (stereo not drawn) | -5 | -7 | 4 | 0 | -3 | -9 | -3 | -6 | 2 | 2
CC(=O)c1c(O)n(C2CCCCCC2)c(=O)[nH]c1=O | 10 | 1 | 0 | -5 | -1 | 0 | 4 | 14 | 0 | 23*
CSc1nnc([C@@H](N)Cc2ccccc2)o1 | 2 | 3 | 1 | -2 | -4 | 3 | -4 | -3 | 3 | 1
NC(=O)CN1CCCC1=O | 5 | 4 | 0 | -2 | 5 | -4 | 6 | 0 | 5 | -4
O=c1[nH]c(O)c(N=Nc2cc([N+](=O)[O-])ccc2O)c(=O)[nH]1 | -35 | -9 | -20 | -26 | -3 | -8 | -24 | 5 | -2 | 1
C[C@H](O)[C@H]1CC[C@H]2[C@@H]3CCC4=CC(=O)CC[C@]4(C)[C@H]3CC[C@]12C | -3 | 4 | -2 | 4 | 5 | -3 | -4 | -1 | -2 | 3
O=C(Nc1cccc(OC(=O)N2CCCCC2)c1)N1CCCCC1 | -2 | -3 | 7 | 1 | 1 | 0 | -5 | -2 | 2 | -1
CC(C)=CCOc1c2occc2cc2ccc(=O)oc12 | 2 | 0 | 2 | 0 | -8 | -4 | -13 | -1 | 2 | 4
COC(=O)C1=C(c2ccc(C(C)=O)cc2)C[C@@H]2CC[C@H]1N2C(=O)N1CCC(C)CC1 | -5 | 1 | -1 | 3 | -1 | 4 | -2 | -3 | 2 | 0
CCC1(CCC(C)C)C(=O)NC(=S)NC1=O | 0 | 1 | 0 | 4 | -1 | -1 | -3 | -1 | -9 | -1
O=C(OC1CCN(CCCl)CC1)C(c1ccccc1)c1ccccc1 | -3 | -10 | 1 | 6 | -3 | 3 | 3 | -1 | -11 | 3
CC(Cc1ccccc1)NCC(=O)Nc1cc(N(C)C)nc2ccccc12 (stereo not drawn) | -1 | 15 | -1 | 4 | -6 | 15 | . | -8 | -4 | 1
c1ccc2sc(C3CCCNC3)nc2c1 (stereo not drawn) | -1 | -2 | -1 | 1 | -1 | 0 | 1 | 1 | 6 | 1
c1ccc2sc(C3CCNCC3)nc2c1 | 4 | 1 | 2 | 2 | -6 | 8 | 3 | -4 | 3 | 2
COc1cc(/C=C2\C(=O)NC(=O)N(c3ccccc3)C2=O)c([N+](=O)[O-])cc1OC | 8 | 0 | -9 | 1 | 3 | 23 | 1 | 3 | 2 | 4
COCCCNC(=O)c1c(NC(=O)c2ccccc2)n(Cc2ccccc2)c2nc3ccccc3nc12 | -9 | -1 | -2 | 2 | -4 | -6 | -5 | -1 | 5 | 2
CC(=O)c1c(C)n(Cc2ccccc2)c2ccc(O)cc12 | 1 | 74* | -3 | -6 | -1 | 1 | 3 | -2 | 15 | -1
Brc1ccc(Oc2cc(Br)c(Br)cc2Br)c(Br)c1 | 14 | -3 | -1 | -3 | 3 | 5 | -3 | 2 | -1 | -1
CCN(CC)CCCN=C(C)c1c(O)n(-c2ccccc2)c(=O)[nH]c1=O | -2 | -1 | 0 | -1 | 3 | -6 | 3 | 4 | 0 | -5
Nc1cc(Cl)cc(Cl)c1 | -9 | 4 | -2 | 2 | 9 | -6 | -2 | 3 | -3 | -2
CN1CCN(c2ncnc3ccc(Br)cc23)CC1 | 4 | -2 | 3 | 0 | -9 | 8 | 7 | -3 | -8 | 0
COC(=O)C1=C(c2cc3ccccc3o2)C[C@@H]2CC[C@H]1N2C(=O)NCCCOC(C)C | 6 | -1 | 3 | -10 | 8 | 0 | -1 | -7 | 1 | -5
CN(C)c1nc(N(C)C)nc(N(C#N)CCCl)n1 | -4 | 7 | 1 | -3 | 0 | 8 | 5 | -1 | 1 | 7
Cn1cccc1/C=C1\C(=O)NC(=O)N(CCC2=CCCCC2)C1=O | 0 | -6 | -5 | 1 | 2 | 5 | -3 | 10 | -7 | 0
CCN(CC)c1ccc(N=Cc2c(O)n(CCc3ccc(OC)c(OC)c3)c(=O)[nH]c2=O)cc1 | 6 | 5 | -11 | -6 | 12 | 11 | 1 | 0 | -3 | 6
C=CCN1C[C@@H](C)N(C(c2ccc(C(=O)N(CC)CC)cc2)c2cccc(OC)c2)C[C@@H]1C (stereo partly drawn) | -3 | 0 | 3 | 4 | -2 | -9 | 2 | -2 | 1 | -1
COc1cc(CN2CCCC(C(=O)c3sccc3C)C2)cc(OC)c1O (stereo not drawn) | 0 | -2 | 0 | -5 | 4 | 2 | 1 | -6 | -3 | 3
O=C(Cc1ccccc1)OCC(=O)N1CCN(S(=O)(=O)c2ccc(Cl)cc2)CC1 | 0 | -3 | 0 | 1 | 0 | -2 | -3 | -5 | -1 | -3
CC(=O)N1Cc2cnnn2-c2ccccc2C1(C#N)Cc1ccccc1 (stereo not drawn) | 2 | -2 | -1 | 29* | -2 | 8 | 6 | -1 | 4 | 1
COC(=O)C1=C(c2cc3ccccc3o2)C[C@@H]2CC[C@H]1N2C(=O)NCc1ccccc1 | -1 | -5 | 2 | -3 | 2 | -3 | -27 | 1 | -3 | -2
N/C(=N\[N+](=O)[O-])N1CCN(C(=O)c2ccccc2)CC1 | 0 | 4 | 2 | 2 | -2 | 0 | . | 0 | 0 | 1
N#CC(C#N)=Cc1ccc(O)c(O)c1 | 6 | -5 | -1 | -2 | 10 | 7 | 3 | 3 | 4 | -5
CN1C(=O)C(c2ccc([N+](=O)[O-])cc2[N+](=O)[O-])C(=O)N(C)C1=O | 1 | 3 | 21* | -1 | 5 | 10 | -4 | 2 | 5 | 3
CCN1CCC(O)(c2ccccc2)C(C(=O)c2ccccc2)C1 (stereo not drawn) | 1 | 27 | 6 | 10 | -2 | -15 | -1 | 2 | -6 | 5
O=C(NCC1=C(c2cccc3ccccc23)C[C@@H]2CC[C@H]1N2Cc1ccco1)c1ccc([N+](=O)[O-])cc1 | -18 | -6 | 0 | 2 | 0 | 6 | -16 | 3 | -4 | 2
O=P1(Nc2ccc(F)cc2)COc2ccccc2OC1 | -5 | 0 | 1 | 2 | -4 | -2 | 5 | -1 | 6 | 2
C[N+]12CCC(CC1)C(C(O)(c1ccccc1)c1cccs1)C2 (stereo not drawn) | 4 | -1 | 4 | 2 | 0 | 0 | 6 | 0 | 3 | -2
Cc1cc(C(=O)CN2CCCC2)c(C)n1-c1ccc(F)cc1 | 2 | 0 | 0 | -1 | 5 | 1 | -1 | 3 | -1 | 2
COc1ccc(C2N(c3cc(C)on3)C(=O)C3CCCN32)cc1 (stereo not drawn) | -3 | 4 | 14 | 4 | 3 | 3 | 2 | -1 | 3 | 0
CCn1c(O)c(C=Nc2ccc(N3CCOCC3)cc2)c(=O)n(CC)c1=S | -40 | 4 | -3 | 2 | 5 | 15 | 6 | 6 | -14 | 1
Cc1ccc(S(=O)(=O)N2CCCCC2)cc1NC(=O)CN1CC=C(c2ccccc2)CC1 | -1 | 2 | -1 | -2 | 6 | 2 | -27 | 7 | 9 | -3
CCC12CCN(CC3(O)CC3)C(Cc3ccc(O)cc31)C2(C)C (stereo not drawn) | 0 | 3 | 0 | -8 | 0 | 2 | . | 3 | -5 | 0
CCCCN1C(=O)NC(=O)C2(Cc3c(nc4c(C)cccn4c3=O)N3CCc4ccccc4C32)C1=O (stereo not drawn) | -5 | -4 | -1 | -7 | 6 | -6 | -1 | -1 | -2 | -4
O=C(O)c1cccc(N=Nc2c(O)[nH]c(=O)[nH]c2=O)c1 | 8 | -2 | -1 | 1 | -1 | 3 | 1 | 0 | 5 | -3
CC1(C)CC(n2[nH]c(=O)c3c2NC(=O)CSC3c2ccccc2)CCO1 (stereo not drawn) | 4 | 4 | 7 | 1 | 0 | -8 | -4 | 2 | 4 | 0

Following part
SMILES | SIAE inh | GC-A act | UHRF1 binding | MBD2 inh | TCR-CD3 inh | mABHD4 FP | HTRA1 inh | rCAG RNA binder | GC-B act | PRMT1 FP inh
CC1[C@H]2Cc3ccc(O)cc3[C@]1(C)CCN2CCc1ccccc1 (stereo partly drawn) | 1 | -14 | -2 | 1 | 1 | 4 | 4 | 0 | -10 | 1
Fc1ccc(NC2=NCCS2)cc1Cl | 2 | -1 | -1 | 2 | -5 | 7 | 0 | -4 | -1 | 1
Cc1ccc(-n2c(O)c(C=NC3CCCCC3N)c(=O)[nH]c2=O)cc1C (stereo not drawn) | 14 | 6 | -2 | 0 | 4 | 3 | -1 | 6 | -1 | -2
CCOP(=O)(OCC)C(NC(=O)c1ccc(C)cc1)C(Cl)(Cl)Cl (stereo not drawn) | 2 | -3 | 0 | -6 | -5 | -10 | 2 | -6 | 1 | -1
O=C1NC(=O)N(Cc2ccco2)C(=O)/C1=C\c1cccn1CCOc1ccccc1 | -3 | -2 | 13 | 0 | -3 | -3 | 4 | 10 | -1 | 16
CC(C)(C)n1nnnc1C(CCc1ccccc1)N1CCC(n2c(=O)[nH]c3ccccc32)CC1 (stereo not drawn) | -5 | -8 | 0 | -6 | 0 | 5 | . | 6 | -2 | -4

High-throughput results deposited in PubChem by several laboratories.

The list is partial; the hit share may differ from the screen's.
